Screening results: PubChem BioAssay, several laboratories
ABCB6 inh MLPCN – ABCB6 transporter inhibitors, primary screen, K562-ABCB6 cells, flow cytometry, MLPCN library | K562-ABCB6 porphyrin accumulation, 1 h; stronger effect = lower value | 360,000 compounds, 0.19% hits | ATP-binding cassette sub-family B member 6 (Homo sapiens), Q9NP58 | fluorescence ratio to DMSO, % at 10 µM;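 active = fluorescence ratio to DMSO below 75%, the collection mean minus 3 SD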;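 note: signal is porphyrin accumulated inside mitochondria; 100% equals median channel fluorescence of DMSO control wells; lower ratio means ABCB6 inhibition with less porphyrin fluorescence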
Vif imaging – HIV Vif self-association inhibitors, primary screen, imaging, HEK293T, single point | inhibition, % at 7.49 µM | 340,000 compounds, 0.35% hits | HEK293T cells, Vif self-association by quenched fluorescence, 24 h | AID 602346, 2012; in the data active = inhibition above about 50%, passing the limit was not always enough; note: some results filed as inactive read as strong as hits
ABHD5 PLIN5 PPI – ABHD5-PLIN5 interaction inhibitors, primary screen, cell lysate, split luciferase complementation, luminescence; Perilipin-5 (Homo sapiens) + 1-acylglycerol-3-phosphate O-acyltransferase ABHD5 (Homo …; Split G. princeps luciferase complementation, 4 h; inhibition, % at 4 µM; 360,000 compounds, 0.78% hits;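 active = inhibition above the mean inhibition across every tested compound plus 3 SD, cut at about 22% in these data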;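 note: 0% = DMSO only wells and the 100% control is not disclosed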
Target sequence (Q00G26 whole entry, looked up): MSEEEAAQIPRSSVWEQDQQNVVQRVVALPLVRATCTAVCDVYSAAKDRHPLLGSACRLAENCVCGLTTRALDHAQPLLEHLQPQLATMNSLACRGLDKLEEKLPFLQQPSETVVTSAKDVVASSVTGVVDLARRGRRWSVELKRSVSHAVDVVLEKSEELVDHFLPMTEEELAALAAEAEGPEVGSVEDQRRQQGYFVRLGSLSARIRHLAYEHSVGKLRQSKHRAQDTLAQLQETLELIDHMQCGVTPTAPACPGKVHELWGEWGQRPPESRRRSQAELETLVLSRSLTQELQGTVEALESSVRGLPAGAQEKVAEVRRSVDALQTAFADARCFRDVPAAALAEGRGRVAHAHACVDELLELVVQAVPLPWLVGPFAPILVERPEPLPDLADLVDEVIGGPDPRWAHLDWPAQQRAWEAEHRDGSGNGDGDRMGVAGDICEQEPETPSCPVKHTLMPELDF
Target sequence (Q8WTS1 whole entry, looked up): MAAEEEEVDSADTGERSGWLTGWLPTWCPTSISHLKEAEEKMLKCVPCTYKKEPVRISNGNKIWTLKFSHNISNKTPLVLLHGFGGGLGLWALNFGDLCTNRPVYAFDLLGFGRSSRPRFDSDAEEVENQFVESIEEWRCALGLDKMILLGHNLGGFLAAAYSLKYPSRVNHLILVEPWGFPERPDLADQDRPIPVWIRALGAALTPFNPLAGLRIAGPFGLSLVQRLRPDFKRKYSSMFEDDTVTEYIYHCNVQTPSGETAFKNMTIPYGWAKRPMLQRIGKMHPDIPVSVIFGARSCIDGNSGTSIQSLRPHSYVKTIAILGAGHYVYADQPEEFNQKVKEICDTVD
MC4R ag barr – MC4R agonists recruiting beta-arrestin, primary screen, cell-based, luminescence, agonist arm of biased-ligand search; Melanocortin receptor 4 (Homo sapiens), P32245; U2OS MC4R beta-arrestin complementation; percent of melanotan II response, DMSO zero; activation, % at 8.9 µM; 360,000 compounds, 0.98% hits; AID 540308, 2011;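 active = activation above a per-plate cutoff, the mean activation of sample wells on that plate plus 3 SD, cut at about 8% in these data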
Exocytosis inh – LAMP-1 surface exposure blockers, TALL-104 cells – cell-based, flow cytometry, MLPCN library, primary screen | AID 651702, 2012 | inhibition, % at 10 µM | TALL-104 LAMP-1 surface exposure; cells stimulated with thapsigargin and PMA | 360,000 compounds, 0.66% hits;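 active = inhibition above about 55%, limit read from the data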
NOD2 RIPK2 PPI – NOD2-RIPK2 binding disruptors in cells, primary screen, fluorescence, CHO cells, BLA complementation; CCF4 ratio; Receptor-interacting serine/threonine-protein kinase 2 (Homo sapiens), O43353; 360,000 compounds, 0.38% hits; inhibition, % at 4.98 µM; in the data active = inhibition above about 21%;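 note: 0% = vehicle only and 100% = reference blocker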
TLR9-MyD88 inh – inhibitors of TLR9-MyD88 association in cells, primary screen, cell-based, CHO, BLA complementation, fluorescence | Toll-like receptor 9 (Homo sapiens) + Myeloid differentiation primary response protein … | CCF4 FRET ratio | inhibition, % at 4.98 µM | 340,000 compounds, 0.21% hits | AID 504734, 2011;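 active = inhibition above the mean over all tested compounds plus 3 SD, cut at about 21% in these data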;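 note: 0% = DMSO only wells and 100% = clavulanate BLA inhibitor control wells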
N-glyco inh – increase of ERlucT glycosylation luciferase signal, primary screen, N-linked glycosylation inhibitor project, D54 ERlucT cells, luminescence, set 2; 360,000 compounds, 0.23% hits; reporter increase, % at 12.5 µM; D54 ERlucT glycosylation luciferase reporter, 24 h; percent of 100 nM tunicamycin response; AID 588692, 2011;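 active = mean luciferase reporter signal, scaled so untreated is 0 and the glycosylation-blocking control 100, at or above a set limit in every replicate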;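 note: luciferase carries N-glycosylation sites so blocking glycosylation raises the light; 0% = median of neutral control wells and 100% = median of 100 nM tunicamycin wells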
aDG glyco up – activators of alpha-DG glycosylation, primary screen, uHTS, Pro5-aDG cells, AlphaScreen. alpha-DG glycosylation AlphaScreen (IIH6); 0% Pro5, 100% B10-LARGE cell signal. activation, % at 10 µM. 360,000 compounds, 0.22% hits;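 active = activation of at least 8% versus controls, or a plate z-score of at least 8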;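 note: Pro5 are CHO cells carrying HIG-tagged alpha-DG that lacks glycosylation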
MC4R antagonist – MC4R antagonists of cAMP signaling, primary screen, cell-based, TR-FRET, antagonist arm of biased-ligand search. MC4R-expressing cells, MTII-stimulated cAMP, LANCE TR-FRET. inhibition, % at 6.5 µM. 360,000 compounds, 0.48% hits. AID 540295, 2011;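 active = inhibition above its plate's cutoff, the mean of tested wells on that plate plus 3 SD, cut at about 29% in these data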;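 note: 0% = Melanotan II alone and 100% = Melanotan II plus saturating MCL0020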
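Assay system: U2OS cells stably expressing human melanocortin 4 receptor (MC4R) / Dosing: 6.5 µM / Timing: compound 30 min, challenge 1 h, detection 1 h / Measured by: Eu-cAMP/anti-cAMP TR-FRET, emission 671 nm / Replicates: singlicate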
Active calls of the source: *; / = not tested or not shown. These rows are one share of the data; the hit share may differ from the screen's.

Below each SMILES: ABCB6 inh MLPCN | Vif imaging | ABHD5 PLIN5 PPI | MC4R ag barr | Exocytosis inh | NOD2 RIPK2 PPI | TLR9-MyD88 inh | N-glyco inh | aDG glyco up | MC4R antagonist
#1 O=C(CCNS(=O)(=O)c1cccc2nonc12)NCCc1ccc(Cl)cc1
 : 102 | 3 | 4 | -1.7 | -1 | -9 | -3 | 3 | -0.1 | 1
#2 O=C(NCCCN1CCOCC1)c1cn(-c2ccccc2)nc1-c1cccs1
 : 103 | 7 | 6 | 0.4 | -15 | 0 | -2 | 0 | -0.2 | 12
#3 O=[N+]([O-])c1ccc(S(=O)(=O)N2CCN(c3ccc(N4CCOCC4)nn3)CC2)cc1
 : 95 | 6 | 10 | -0.9 | -1 | -4 | -5 | 0 | 1.6 | 8
#4 C=CCNC(=O)c1onc(CSc2cccc3ccccc23)c1C(=O)O
 : 97 | -3 | -1 | -2.8 | -5 | 10 | 3 | 1 | 0.0 | 2
#5 COc1ccc(OC)c(CCNC(=O)CS(=O)(=O)Cc2nc(-c3ccccc3C)oc2C)c1
 : 102 | -10 | 8 | 0.2 | -5 | 3 | 4 | 0 | 1.0 | 5
#6 O=C(Nc1sc2c(c1C(=O)O)CCC2)C(=O)N1CCOCC1
 : 97 | -3 | -11 | -1.9 | -5 | -2 | -10 | 1 | -0.3 | 6
#7 O=C1Nc2ccc(S(=O)(=O)NCc3ccccn3)c3cccc1c23
 : 96 | 29 | 3 | 0.7 | -2 | 5 | 2 | 3 | -0.4 | 1
#8 O=C(CSc1nnc(NC(=O)c2ccco2)s1)Nc1ccc2c(c1)OCCO2
 : 102 | 0 | 0 | -1.7 | 1 | 4 | 5 | 1 | 0.0 | 1
#9 CC(C)(C)c1ccc(C(=O)NCCOc2ccccc2)cc1
 : 98 | 1 | -2 | 1.4 | 0 | 4 | 1 | -18 | 0.2 | 13
#10 COc1ccc(-c2oc3c(c2C#CC(C)(C)O)C(OCCO)CC3)cc1 (configuration not stated)
 : 97 | / | -2 | / | 8 | -8 | / | / | -0.2 | /
#11 COc1ccc(-c2noc(C3CCCN(C(=O)c4ccccc4OC)C3)n2)cc1OC (configuration not stated)
 : 101 | -3 | 7 | 0.2 | -1 | -12 | 11 | 1 | 0.1 | 1
#12 COc1cc(OC)cc(C(=O)NNC(=O)Cc2ccc(OC)c(S(=O)(=O)N3CCOCC3)c2)c1
 : 103 | -4 | -2 | 0.3 | 6 | 3 | -2 | 2 | 0.1 | 11
#13 CCOc1cc(/C=N/NC(=O)CSc2cccc3cccnc23)ccc1O
 : 110 | 7 | 3 | 2.1 | 10 | -7 | -9 | -1 | -0.2 | -5
#14 COc1ccccc1N1CCN(S(=O)(=O)CCNC(=O)c2ccc(Br)o2)CC1
 : 109 | -3 | 7 | 0.0 | -1 | -1 | -3 | 1 | 0.2 | 9
#15 Cc1cc(O)c(/C=N/Nc2cccc(Cl)c2)c(=O)o1
 : 119 | -3 | -4 | -0.4 | -2 | -1 | 6 | 3 | -0.1 | -3
#16 CCC(=O)Nc1nc2ccc(S(C)(=O)=O)cc2s1
 : 87 | 3 | -5 | -2.8 | -2 | -18 | 0 | 0 | -0.2 | 2
#17 CCOc1ccc(CN2CCN(Cc3cccc4nonc34)CC2CCO)cc1 (configuration not stated)
 : 103 | -8 | 2 | -0.8 | -2 | -8 | -5 | 3 | 0.4 | -2
#18 COc1ccc([C@H]2CC(=O)C=C(c3ccccc3OC)C2)cc1OC
 : 100 | -19 | -6 | -0.4 | 0 | -9 | 5 | -2 | 0.0 | 1
#19 O=C(CCc1ccccc1)Nc1nncs1
 : 99 | 11 | -2 | 0.4 | -4 | -18 | -3 | -1 | 0.0 | 4
#20 CCOC(=O)c1nc(NCc2cccc(OC)c2)c2ccccc2n1
 : 98 | / | 3 | -1.5 | 0 | -3 | 2 | 0 | 0.6 | -1
#21 CCC(C)NC(=O)C1CCN(C(=O)COc2ccc3c4c(c(=O)oc3c2C)CCCC4)CC1 (configuration not stated)
 : 90 | -5 | 5 | 2.0 | 5 | -23 | 8 | 0 | 0.3 | -3
#22 CCc1nnc(NC(=O)CCC(=O)N2CCN(C3c4ccccc4-c4ccccc43)CC2)s1
 : 98 | 1 | 3 | 2.1 | -1 | 1 | -4 | -7 | 0.0 | -6
#23 Cc1ccnc(NC(=O)c2sc3ccccc3c2Cl)c1
 : 106 | 0 | 5 | -1.6 | -5 | -14 | 10 | -19 | 0.0 | 0
#24 COCCNC(=S)N(c1ccccc1)C(C)C
 : 103 | 9 | 4 | -0.4 | -4 | 0 | -5 | 3 | -0.3 | 0
#25 CCCn1c(N)c(C(=O)CN(C)CC(=O)Nc2ccc(C)cc2)c(=O)[nH]c1=O
 : 97 | -2 | 4 | -2.9 | -26 | -3 | -3 | -1 | 0.0 | 9
#26 CN1C2=NCCN2C(=O)c2ccccc21
 : 97 | 0 | 0 | -0.9 | 2 | -2 | -3 | 4 | 0.1 | 5
#27 O=C(CN(C(=O)c1csnn1)c1ccccc1Cl)NCCc1ccccc1
 : 97 | -1 | 9 | -1.1 | 5 | -4 | 1 | 0 | -0.1 | 0
#28 O=C(Cn1c(SCC(=O)N2CCc3ccccc3C2)nc2ccccc21)NC1CCCC1
 : 99 | -5 | 1 | -1.0 | 3 | -19 | 3 | 1 | -0.2 | -2
#29 COc1ccccc1NC(=S)N(Cc1ccco1)Cc1cc2ccc(C)c(C)c2[nH]c1=O
 : 98 | -17 | 7 | -0.4 | 2 | 2 | -13 | 13 | -0.1 | -19
#30 COc1ccc(-c2nnc(SCC(=O)N3CCCC3=O)n2N)cc1OC
 : 98 | 9 | 3 | -2.5 | 8 | 2 | -4 | 2 | -0.1 | 0
#31 CCC(Sc1nc(=O)cc(N)n1CCc1ccccc1)C(=O)Nc1ccccc1C#N (configuration not stated)
 : 91 | 4 | -1 | 0.7 | -1 | 1 | 9 | 1 | -0.2 | 4
#32 c1ccc2c(c1)ccn1c(Cc3ccsc3)c(C3CCCCC3)nc21
 : 104 | / | -3 | / | -3 | -6 | / | / | 0.4 | /
#33 CCC(=O)N1CCc2cc(Br)cc(S(=O)(=O)NCCCN(C)Cc3ccccc3)c21
 : 89 | -3 | 2 | 0.8 | 34 | -15 | 0 | 2 | 0.1 | 0
#34 COc1ccc2c(c1OC)C(=O)N1c3ccccc3C(=O)N(c3ccccc3F)C21 (configuration not stated)
 : 86 | -1 | -3 | 0.9 | 3 | -2 | -8 | -4 | -0.6 | 9
#35 Nc1cc(S(=O)(=O)O)cc([N+](=O)[O-])c1O
 : 99 | 1 | -8 | -1.1 | 0 | 0 | -1 | 1 | 0.4 | 3
#36 COC(=O)c1ccccc1NC(=O)COC(=O)c1cccnc1
 : 105 | 21 | 1 | -0.5 | -4 | -2 | -1 | 1 | 0.1 | 5
#37 O=C(/C=C/c1ccccc1[N+](=O)[O-])N1CCc2ccccc2C1
 : 98 | -1 | -4 | 0.0 | -5 | -15 | -8 | -2 | -0.1 | 24
#38 Cc1cc2[nH]c(=O)c(=O)[nH]c2cc1S(=O)(=O)NCc1ccccc1
 : 98 | 0 | -3 | -2.2 | -2 | -6 | 4 | 2 | 0.0 | 2
#39 C/C(=N\Nc1ccc(Cl)c(C(=O)O)c1)c1ccc(N2CCOCC2)cc1
 : 94 | 4 | -5 | 0.0 | -3 | 3 | -11 | 2 | 0.0 | -12
#40 O=C(COc1ccc(Cl)cc1)Nc1ccc2c(c1)nc1n2CCOC1
 : 79 | 1 | -10 | -2.2 | 7 | 5 | -10 | -1 | 0.1 | 11
#41 COc1ccc(/C=C/C(=O)Nc2ccccc2C(F)(F)F)cc1
 : 97 | 5 | -1 | 3.4 | 9 | -1 | 2 | 0 | -0.2 | 21
#42 CC1CCCN(C(C(=O)Nc2ccc3c(c2)OCO3)c2ccccc2)C1 (configuration not stated)
 : 98 | 9 | 4 | -1.1 | -4 | -6 | 5 | 0 | -0.2 | 2
#43 CCCSc1nnc(-c2ccccc2NC(=O)CC)c(=O)[nH]1
 : 92 | 5 | 6 | -0.1 | 0 | -4 | -2 | 1 | 0.1 | 9
#44 CNC(=S)Nc1cccc(C(=O)OC)c1
 : 95 | -1 | -6 | 0.1 | -2 | -1 | / | 1 | -0.1 | 6
#45 COc1ccc(/C=C/C(O)=C(\C#N)c2nnc(N3CCOCC3)n2-c2ccccc2)cc1OC
 : 96 | 6 | -4 | -1.0 | 0 | -1 | 12 | 2 | -0.6 | 14
#46 Cc1nc(C)c(-c2ccccc2)c(=O)[nH]1
 : 90 | 2 | 1 | -1.1 | -3 | -3 | -14 | 1 | -0.1 | 13
#47 COc1ccc(C)cc1NC(=O)C1CCCN(S(=O)(=O)c2cnc[nH]2)C1 (configuration not stated)
 : 92 | 6 | 6 | -0.8 | 1 | 1 | -4 | 1 | -0.1 | 1

Structural class, the entries above containing a Cl atom
Below each SMILES: ABCB6 inh MLPCN | Vif imaging | ABHD5 PLIN5 PPI | MC4R ag barr | Exocytosis inh | NOD2 RIPK2 PPI | TLR9-MyD88 inh | N-glyco inh | aDG glyco up | MC4R antagonist
#1 O=C(CCNS(=O)(=O)c1cccc2nonc12)NCCc1ccc(Cl)cc1
 : 102 | 3 | 4 | -1.7 | -1 | -9 | -3 | 3 | -0.1 | 1
#15 Cc1cc(O)c(/C=N/Nc2cccc(Cl)c2)c(=O)o1
 : 119 | -3 | -4 | -0.4 | -2 | -1 | 6 | 3 | -0.1 | -3
#23 Cc1ccnc(NC(=O)c2sc3ccccc3c2Cl)c1
 : 106 | 0 | 5 | -1.6 | -5 | -14 | 10 | -19 | 0.0 | 0
#27 O=C(CN(C(=O)c1csnn1)c1ccccc1Cl)NCCc1ccccc1
 : 97 | -1 | 9 | -1.1 | 5 | -4 | 1 | 0 | -0.1 | 0
#39 C/C(=N\Nc1ccc(Cl)c(C(=O)O)c1)c1ccc(N2CCOCC2)cc1
 : 94 | 4 | -5 | 0.0 | -3 | 3 | -11 | 2 | 0.0 | -12
#40 O=C(COc1ccc(Cl)cc1)Nc1ccc2c(c1)nc1n2CCOC1
 : 79 | 1 | -10 | -2.2 | 7 | 5 | -10 | -1 | 0.1 | 11
